# Wee1 degr inh – blocks degradation of human Wee1 kinase | reporter increase, % at 5 µM | P30291 | HeLa Luc-Wee1K328M stability, luciferase luminescence; 100% = proteasome inhibitor MG132 effect | 1.2% of 220,000 active | AID 1321;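 active means activation above the mean of all tested compounds plus 3 SD, set per screening run, cut at about 8.8% in these data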;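 further: cells exposed to compound for 20 h before luminescence read; 0% = DMSO alone and 100% = MG132 at 30 µM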
# NPY2 pot ag – potentiators or agonists of human neuropeptide Y receptor Y2; P49146; cells expressing NPY-Y2, potentiator/agonist read-out; 0.45% of 220,000 active; activation, % at 3.6 µM; AID 1359; in the data active means activation above about 27%;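 further: cells stimulated with NPY near EC25 plus isoproterenol at EC100; 0% = vehicle plus submaximal agonist and 100% = vehicle plus saturating agonist; some results beyond the cut were filed as inactive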
# BaF3 parental – reduces parental Ba/F3 cell viability, JAK2V617F counter-screen. CellTiter-Glo ATP luminescence. inhibition, % at 5.6 µM. 1.1% of 220,000 active. AID 1486;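 active means inhibition above a per-campaign cutoff, the mean inhibition of all tested compounds plus 3 SD, cut at about 27% in these data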;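 further: 0% = DMSO wells and 100% = JAK Inhibitor I control wells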
# Ba/F3 V617F tox – lowers viability of Ba/F3 cells expressing EpoR and JAK2V617F. ATP luminescence. inhibition, % at 5.6 µM. 1.1% of 220,000 active. AID 1446;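 active means inhibition above the campaign mean plus 3 SD over all tested compounds, cut at about 24% in these data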;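 further: cytokine-independent growth of Ba/F3 cells driven by EpoR plus mutant JAK2; 0% = DMSO-treated cells and 100% = JAK inhibitor I control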
# S1P4 antagonist – blocks the human S1P4 receptor. O95977. S1P4-expressing cells, antagonist mode, reporter read-out. inhibition, % at 4.98 µM. 0.26% of 220,000 active. AID 1510; in the data active means inhibition above about 29%;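 further: 0% = wells stimulated with agonist and 100% = vehicle wells without agonist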
# Target sequence (O95977 whole entry, looked up): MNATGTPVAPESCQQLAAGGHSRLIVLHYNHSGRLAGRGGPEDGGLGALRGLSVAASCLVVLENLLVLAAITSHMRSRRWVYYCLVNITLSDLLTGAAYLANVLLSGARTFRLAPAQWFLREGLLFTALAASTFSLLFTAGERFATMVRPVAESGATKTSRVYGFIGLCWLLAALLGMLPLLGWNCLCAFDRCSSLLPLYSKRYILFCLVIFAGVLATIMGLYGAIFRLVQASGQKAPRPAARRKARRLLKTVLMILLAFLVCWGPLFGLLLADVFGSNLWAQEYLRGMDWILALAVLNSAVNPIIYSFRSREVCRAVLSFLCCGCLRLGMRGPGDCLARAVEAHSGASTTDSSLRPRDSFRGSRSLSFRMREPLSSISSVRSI
# S1P4 ag – activates the human S1P4 receptor; O95977; 0.35% of 220,000 active; S1P4-expressing cell line, agonist reporter assay; activation, % at 4.98 µM; in the data active means activation above about 11%;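 further: 0% = DMSO vehicle and 100% = reference agonist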
# Mdm2 ligase inh – blocks human Mdm2 ubiquitin ligase activity. AID 1230. 0.11% of 210,000 active. Q00987. signal enhancement, % at 5 µM. cell-based MDM2 ubiquitination luciferase reporter, 2 h; 0 = plate control, 100 = twice control, blank-subtracted;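 active means signal enhancement of 30% or more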;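 further: luminescence tracks abundance of the self-degrading MDM2-luciferase fusion protein; higher signal means inhibition of MDM2 E3 ligase activity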
# Target sequence (Q00987 whole entry, looked up, the tested form may be a part): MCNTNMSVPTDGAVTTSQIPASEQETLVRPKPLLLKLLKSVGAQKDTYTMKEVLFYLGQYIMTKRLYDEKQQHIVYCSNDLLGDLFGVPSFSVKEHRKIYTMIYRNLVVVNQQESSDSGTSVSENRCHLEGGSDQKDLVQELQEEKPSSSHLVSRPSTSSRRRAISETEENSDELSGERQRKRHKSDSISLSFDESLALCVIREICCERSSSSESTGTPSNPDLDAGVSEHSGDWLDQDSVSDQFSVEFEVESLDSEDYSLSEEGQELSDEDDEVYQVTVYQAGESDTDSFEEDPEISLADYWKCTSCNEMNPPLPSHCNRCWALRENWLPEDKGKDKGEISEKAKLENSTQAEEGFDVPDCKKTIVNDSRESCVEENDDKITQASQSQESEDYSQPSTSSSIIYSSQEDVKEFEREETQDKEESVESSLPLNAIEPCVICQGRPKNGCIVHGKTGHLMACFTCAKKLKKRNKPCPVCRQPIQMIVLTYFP
#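 System: stable MDM2–luciferase fusion reporter cells / Input: 2000 cells seeded into each well / Schedule: 4 h settle plus 2 h compound, 37 °C / Compound: single-point 5 µM / Buffer or medium: cells held in DMEM / Benchmarks: control and blank well means / Evaluation: percent signal gain over controls, blank-subtracted / Measured by: luciferase luminescence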
# PERK inhibitor – blocks human PERK kinase; inhibition, % at 5.6 µM; 0.17% of 220,000 active; CHO PERK-DD fusion, SEAP luminescence translation reporter;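 active means inhibition above the mean inhibition of all tested compounds plus 3 SD, set separately per screening campaign, cut at about 2.9% in these data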;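 further: PERK kinase domain activated by AP20187 dimerizer at 100 nM; 0% = DMSO with dimerizer and 100% = rapamycin at 8.4 µM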
# eIF4E 4G PPI – blocks eIF4E binding to eIF4G; AID 782; P63073+Q04637; inhibition, % at 21.7 µM; 0.37% of 220,000 active; TR-FRET eIF4E-eIF4GI(517-606) binding, 2 h;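 active means inhibition above about 30%, limit read from the data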;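 further: 0% = full FRET control wells and 100% = background wells lacking eIF4GI fragment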
# Numbers without * were called inactive; nt = not tested or not shown; [ ] = dose if it differs, or a comment.
SMILES,Wee1 degr inh,NPY2 pot ag,BaF3 parental,Ba/F3 V617F tox,S1P4 antagonist,S1P4 ag,Mdm2 ligase inh,PERK inhibitor,eIF4E 4G PPI
COc1ccc(-c2onc(C)c2-c2ccc3c(c2)OCCO3)c(O)c1,-2.5,6.6,0.9,-2.5,-1.5,0.3,-8.5,0.7,1.6
CCSc1nnc(-c2ccc(Cl)cc2Cl)o1,1.3,-35.8,1.8,4.0,-15.9,0.7,-5.9,1.1,-15.7
COc1ccccc1NC(=O)c1sc2ncn(Cc3cccc(C)c3)c(=O)c2c1C,0.3,-9.4,11.8,1.0,1.1,-2.7,-16.6,1.0,-12.6
COC(=O)c1[nH]c2ccccc2c1NC(=O)CN1CC(C)OC(C)C1 (centres undefined),0.5,3.3,3.5,0.3,6.6,-1.2,-17.3,1.4,-12.8
CC1CCCN(C(=S)NCc2ccccc2)C1 (centres undefined),-3.7,0.6,3.1,-0.7,-16.8,1.9,-0.6,0.3,0.0
COc1ccc(OC)c(CNC(=O)CCN2C(=O)COc3ccccc32)c1,0.2,-0.3,0.9,0.0,5.3,0.4,-12.3,-0.4,-7.5[fluorescence artefact?]
CCOC(=O)NC(=O)COC(=O)CNC(=O)c1cccc(OC)c1,4.3,-1.0,7.5,6.3,-23.6,-1.1,-14.5,0.2,0.2
NC(=O)c1ccc(NC(=O)COC(=O)c2ccc([N+](=O)[O-])cc2)cc1,5.2,5.1,7.5,-3.3,9.3,-1.7,-3.8,0.5,-0.8
c1nc(COc2nsnc2N2CCOCC2)cs1,4.0,-4.5,3.8,-1.6,-5.6,3.9,-14.3,0.9,2.4
CCCCNC(=O)c1sc(=S)n(-c2ccccc2OC)c1N,-1.4,-5.1,0.6,-2.2,1.0,1.3,-16.2,0.0,6.5
CC1C(c2ccccc2)N(C)C(c2ccccc2)CC1(O)c1ccccc1 (centres undefined),0.5,-14.2,3.7,-1.9,4.2,-4.0,-21.9,-0.3,11.8
Cn1c(=O)oc2cc(S(=O)(=O)N3CCC(C(=O)Nc4ccc(OC(F)(F)F)cc4)CC3)ccc21,1.5,-0.8,3.6,-1.6,-13.7,1.2,-25.6,1.1,-1.5
Cc1noc(C)c1C(=O)OCC(=O)/C=C1\N(C)c2ccccc2C1(C)C,-2.9,-23.1,5.0,1.8,2.6,-1.9,-10.3,0.2,-2.1
O=C(c1cc2c(=O)oc3ccccc3c2s1)N1CCOCC1,-0.9,15.0,-0.6,-1.2,-0.1,-1.6,-9.5,0.8,3.3
CN(Cc1ccccc1)C(=O)CSc1cc(=O)n(C)c2ccccc12,-4.0,-0.9,10.0,2.0,-9.6,-0.3,-4.1,-0.2,2.5
Cc1cc2cc3c(=O)[nH]c(=O)[nH]c3nc2cc1C,6.4,10.6,-1.3,-2.5,1.0,-0.8,-8.8,1.0,2.9
O=C(NCc1nnc2n1CCCCC2)c1ccc(Cl)cc1Cl,0.5,7.0,4.9,1.6,-5.5,2.0,-4.9,-0.2,1.1
Cc1ccc2c(CN3CCOCC3)cc(=O)oc2c1,-2.7,-10.7,1.4,-1.2,2.1,-2.7,-10.9,-0.2,4.5
Cc1ccnc(NC(=O)COc2ccccc2[N+](=O)[O-])c1,3.3,16.6,-1.2,-2.0,-19.0,0.0,-41.7,-0.3,2.6
O=C(NS(=O)(=O)Oc1cccc(Cl)c1Cl)OC[C@@H]1CCCN2CCCCC12 (some centres undefined),-0.5,-11.1,1.5,-3.8,-9.3,-1.5,-20.1,1.1,1.1
Cc1ccccc1-c1nc2sc3c(c2c(=O)o1)CCC3,-1.1,-11.3,2.2,-2.1,-17.8,1.9,10.8,0.9,2.1
NC(=O)c1ccsc1NC(=O)c1ccc(S(=O)(=O)N2CCCC2)cc1,-2.1,3.2,8.4,3.4,-14.5,0.5,-1.6,-0.1,-3.1
Fc1ccc(N2CCN(Cc3cnc(Cl)s3)CC2)cc1,0.0,0.0,5.1,3.9,-14.1,-2.0,-14.8,2.0,1.3
CC(C)(C)c1ccccc1N=Cc1ccc2ccccc2n1,0.0,0.5,5.2,3.1,0.7,-0.1,-18.2,0.9,-0.1
COc1cc([N+](=O)[O-])ccc1NC(=O)CSc1ccccn1,5.4,-15.5,2.0,1.3,-2.8,0.0,-21.9,0.8,11.2
COc1cc2cc(C(c3nnnn3C3CCCC3)N3CCc4ccccc43)c(=O)[nH]c2cc1OC (centres undefined),-2.5,2.5,3.9,0.1,-6.2,-3.4,0.2,-0.1,-1.4
CCCCOCCCNC(=O)Cc1cccs1,-0.4,6.5,2.5,0.6,5.8,1.7,-10.1,0.0,0.8
O=C(O)CCN1CC2([N+](=O)[O-])C=CC(=O)C([N+](=O)[O-])(C1)C2CC(=O)c1ccccc1 (centres undefined),-1.9,6.3,3.8,-0.3,-19.9,0.5,-13.2,0.5,-4.9
C/C(=N\O)C(C)(C)Nc1cccc(F)c1,1.8,12.5,-0.3,-4.8,0.3,0.2,-11.8,1.2,-1.0
CCOc1ccc(-c2csc3ncn(-c4ccc(OC)cc4)c(=O)c23)cc1,-3.4,2.8,12.2,0.5,8.9,-0.3,-3.4,0.2,-0.5
Cc1cccc(OCc2nc(-c3cccnc3)no2)c1,-0.4,-9.8,7.9,-2.1,-11.0,-1.1,-8.1,0.6,1.6
O=C(/C=C(/c1ccc(Cl)cc1)n1cncn1)c1ccccc1,4.4,8.0,2.0,-0.5,8.4,1.6,6.9,0.0,1.4[fluorescence artefact?]
Cc1nnc(SCC(=O)Nc2cc(C(C)(C)C)nn2-c2ccccc2)s1,1.1,0.0,5.6,-0.3,5.8,1.2,-5.9,0.4,-3.4
CCNC(=S)N(Cc1c(C)noc1C)c1ccccc1,0.9,-0.5,5.2,-0.9,-3.7,-1.4,-3.4,1.4,0.3
COc1cc([N+](=O)[O-])c2nccnc2c1,2.9,11.5,11.3,2.7,-7.3,0.6,-7.5,1.1,0.0
Cc1n(CC(O)COCc2ccccc2)c2ccccc2[n+]1C (centres undefined),2.1,2.7,13.0,15.5,-20.0,0.8,-11.9,-0.9,-0.4
COc1ccc(C2(CCN=Cc3ccc(N(C)C)cc3)CCOC(C)(C)C2)cc1 (centres undefined),-2.4,-4.3,-7.6,1.3,4.3,-0.3,nt,0.1,-5.7
COc1ccc2nc3c(cc2c1)c(NC(=O)C1CCCO1)nn3CC(C)C (centres undefined),-1.4,15.1,3.1,-3.5,-27.6,3.4,nt,-1.2,-1.2
CCOc1ccc(C2/C(=C(/O)c3ccc(OC)cc3)C(=O)C(=O)N2c2cc(C)on2)cc1OC (centres undefined),-2.5,9.5,-1.0,-2.5,-17.1,-1.8,-6.6,0.9,0.2[fluorescence artefact?]
COc1ccc(F)cc1S(=O)(=O)N1CC(C)CC(C)C1 (centres undefined),-1.1,-5.5,4.5,-1.1,-13.2,-0.3,-6.3,-0.5,-0.1[fluorescence artefact?]

# An excerpt of these results, bar-delimited.
Molecule | Wee1 degr inh | NPY2 pot ag | BaF3 parental | Ba/F3 V617F tox | S1P4 antagonist | S1P4 ag | Mdm2 ligase inh | PERK inhibitor | eIF4E 4G PPI
COc1ccc2nc3c(cc2c1)c(NC(=O)C1CCCO1)nn3CC(C)C (centres undefined) | -1.4 | 15.1 | 3.1 | -3.5 | -27.6 | 3.4 | nt | -1.2 | -1.2
Cc1cccc(OCc2nc(-c3cccnc3)no2)c1 | -0.4 | -9.8 | 7.9 | -2.1 | -11.0 | -1.1 | -8.1 | 0.6 | 1.6

# (listing goes on)
SMILES,Wee1 degr inh,NPY2 pot ag,BaF3 parental,Ba/F3 V617F tox,S1P4 antagonist,S1P4 ag,Mdm2 ligase inh,PERK inhibitor,eIF4E 4G PPI
COc1cccc(-c2csc(N3CCN(C(=S)Nc4cccc(Cl)c4)CC3)n2)c1,-2.0,15.8,11.2,0.5,-2.0,0.6,6.9,-1.6,-6.8
CCCCC(=O)NNC(=S)NC(=O)c1ccc([N+](=O)[O-])cc1,4.4,6.0,2.5,-3.1,5.8,-0.3,-11.0,0.3,-4.0
CCC(CC)C(=O)Nc1cc([N+](=O)[O-])ccc1Cl,1.1,-2.1,1.0,-1.3,-9.3,-1.1,-14.5,-0.3,3.4
CN(CCOc1ccccc1)c1ccc(S(=O)(=O)N2CCCCC2)cn1,-1.2,-8.3,5.9,-2.1,-1.8,-1.0,-16.0,0.9,3.5
O=C(Nc1c(-c2ccccc2)nc2ccccn12)c1cccs1,-1.6,-6.7,4.0,-1.3,-21.1,1.6,-3.6,0.0,3.8[fluorescence artefact?]
COc1cc(C2NC(=O)NC(C)=C2C(=O)OC(C)(C)C)ccc1OCC(=O)O (centres undefined),0.9,0.0,1.0,2.5,-3.7,-2.1,-17.1,0.8,-5.7
CCN(CC)CCn1c(NCc2cc(OC)ccc2OC)nc2ccccc21,1.0,-24.2,1.4,-0.6,-4.5,0.2,-11.8,-0.9,4.0
Cc1cc(=O)oc2cc(OCC(=O)OCC(=O)Nc3ccc(C(C)C)cc3)ccc12,1.6,5.3,3.4,-2.7,-22.0,-0.2,6.9,1.2,-0.9
CNCc1ccccc1Sc1cccc2ccccc12,0.2,7.6,3.6,1.5,-21.6,-0.6,-2.6,-1.0,1.0
CCOC(=O)N1CCN(C(=O)CN(c2cccc(C(F)(F)F)c2)S(C)(=O)=O)CC1,1.1,-5.5,2.6,-1.4,-6.0,2.0,-5.3,0.4,0.8
O=C(Cn1nnc(-c2ccccc2)n1)OCc1ccccc1,-1.5,0.8,3.4,-0.8,1.4,-0.7,-12.8,1.3,1.8
O=C(CCCc1cccs1)Nc1nc2c(s1)CCCC2,4.1,-7.6,2.9,1.3,-2.2,0.5,-1.4,1.5,0.7
Cc1ccc(C)c(S(=O)(=O)N2CCN(CC(=O)NC(=O)NCc3ccccc3)CC2)c1,-2.0,-10.0,3.2,0.0,-7.0,-0.2,-1.7,-0.1,12.7
CCCCn1c(SCC(N)=O)nc2ccc(N3CCOCC3)cc2c1=O,5.8,-3.9,3.3,4.4,1.1,-3.3,-11.4,-1.4,-6.0
COc1ccc(/C=N/n2cnnc2SCc2ccc(OC)cc2)cc1,-1.7,-1.9,0.1,-0.8,-12.0,0.9,-8.6,0.3,1.2
Cc1ccc(CCNC(=O)c2cc(-c3ccncc3)nc3ccccc23)cc1,-5.3,-48.3,-1.0,-0.1,5.8,-2.1,-5.2,-2.0,-1.4
COc1c2c(nc3occc13)C(CC=C(C)C)(OC)C(=O)C=C2 (centres undefined),-2.0,3.1,2.2,-3.5,-10.9,0.9,-14.8,0.7,-1.3
Cc1onc(C(=O)N2CCN(Cc3ccccc3)CC2)c1[N+](=O)[O-],-1.4,5.9,3.1,-1.5,-0.5,2.4,nt,1.7,-3.8
CCCCN1C(=O)C(NC(=O)C2CC2)(C(F)(F)F)C2=C1CC(C)(C)CC2=O (centres undefined),-1.8,-10.5,4.4,-1.3,-5.0,1.3,-2.6,0.8,-7.2
COc1ccc(CNC(=O)CCSCc2cccc(Cl)c2)c(OC)c1,0.3,-16.1,4.4,0.1,-21.9,-0.7,-14.6,0.1,1.5[fluorescence artefact?]
O=c1n(Cc2ccc(F)cc2)nc2n1-c1ccccc1SC2,1.7,-21.5,0.5,-2.2,2.4,0.8,-17.1,1.3,-5.7
CN(C(=O)Cn1cccc1C1=NC(c2ccccc2)CO1)c1ccccc1 (centres undefined),4.1,-11.0,5.7,0.6,-6.0,1.8,-18.4,-0.1,2.7

# Screening results as filed in PubChem BioAssay.
